Screens: PubChem, several laboratories
MT stabilize HCS: microtubule stabilizers in HeLa cells | hit rate 0.83% among 200,000 | AID 2205 | % tubulin-high responders, % at 10 µM | HeLa tubulin immunostaining HCS, 24 h; share of cells brighter than vehicle mean+2SD;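 active = plate Z-score above 3 for both tubulin-high and condensed-nucleus cell shares, with cell loss under 80%, at 10 µM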;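 also: anti alpha tubulin signal scored within the nucleus-defined area of each cell; some results filed as inactive read as strong as hits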
CSM14.1 death rescue: rescue of cells from ER stress-induced death, primary screen, 384-well, CSM14.1, thapsigargin, ATP luminescence (AID 1222); CSM14.1 thapsigargin-induced death rescue, ATP luminescence; higher % means a stronger effect; one-dose cellular ATP content (survival), % at 20 µM; EC50 in µM for titrated hits; 190,000 tested, under 10 active;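 active = EC50 below 50 µM in the dose-response confirmation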;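 also: death triggered by thapsigargin at about 15 µM added after 2 h compound pretreatment; cell ATP read after overnight thapsigargin exposure of roughly 18 to 22 hours; normalized against plate controls of thapsigargin alone and 5% DMSO vehicle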
b-catenin transl: alters nuclear translocation of beta-catenin in HeLa cells; immunofluorescence imaging; nuclear translocation activity, % at 5 µM; hit rate 0.3% among 190,000;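 active = nuclear translocation activity above 50% at 5 µM, with a well cell count of 50 or more; inconclusive = wells under 50 cells across six images, flagged as toxic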;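 also: per-cell ratio of nuclear to cytoplasmic median beta-catenin stain intensity; plate controls were DMSO negative control for no effect and GSK-3 inhibitor IX positive control for full effect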
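System: Human HeLa cells, endogenous beta-catenin | Compound dosing: 5 µM primary, 0.02–20 µM confirmation | Timing: 24 h compound exposure at 37°C, 5% CO2 | Measured by: Fluorescence imaging of beta-catenin antibody stain plus DAPI | Read-out basis: % activation of per-cell nuclear versus cytoplasmic median beta-catenin signal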
T cell modulator: modulates CD8 T cell binding to vesicles | 2C CD8+ T cell-vesicle binding, flow cytometry; stronger effect = lower value | calls only at 7 µM | hit rate 0.068% among 330,000;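 active = response, share of CD8 T cells binding vesicles, and their 90th percentile fluorescence all below set limits, cut at about 80% in these data, passing the limit was not always enough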
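System: murine 2C transgenic CD8+ T lymphocytes; also added: QL9-loaded Drosophila micro-vesicles; times: binding 1.5 h at 37 °C; measured by: flow cytometry, PE anti-B7-1 (FL2) versus Alexa647 anti-CD8 (FL8), PFA-fixed; control set: Peptide-free naked vesicles (low) and QL9 vesicles with 0.7% DMSO vehicle (high)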
Autophagy mod: autophagy modulation, high-content screen. MEF GFP-LC3 puncta imaging; test concentration mostly 10 µM. calls only at 10 µM (by protocol). hit rate 0.98% among 190,000. AID 463193;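 active = percentage of spot-positive cells more than 3 SD above its plate mean, without a fluorescence outlier flag or 80% toxicity; inconclusive = no clear call, values can overlap the other calls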;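 also: spot-positive cell cutoff set from DMSO-treated cells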
Dynein cargo inh: dynein cargo transport inhibition; z-score, hits read low; hit rate 0.47% among 220,000; 3617.4 mouse cells, GR-EGFP nuclear translocation imaging; test concentration mostly 20 µM; stimulated with dexamethasone, 1 µM; stronger effect = lower value;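 active = plate z-score of nuclear minus cytoplasmic receptor signal below a set negative limit, without overly bright fluorescence or cell loss, cut at about -3.5 in these data, passing the limit was not always enough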;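 also: z-score of nuclear minus cytoplasmic ring GR-EGFP intensity difference per well; some compounds called inactive have numbers as strong as hits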
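Buffer or medium: Induction medium lacking tetracycline, stripped serum | Also added: Dexamethasone agonist, 1.0 µM final, for 30 min | Timing: 48 h induction, 1 h compound, 30 min dex at 37 °C | Detection: Formaldehyde fixation, Hoechst nuclear stain, 10x automated fluorescence imaging | Measure: Nuclear versus cytoplasmic GR-EGFP signal, averaged per well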
PhoP inhibition: inhibitors of PhoP regulon expression, primary screen, Salmonella Typhimurium, GFP reporter (AID 1863) | hit rate 0.16% among 300,000 | one-dose inhibition, % at 50 µM; IC50 in µM for titrated hits | S. Typhimurium PhoP-regulated promoter GFP reporter, 4 h; higher % means a stronger effect;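 active = inhibition over 29.93%, a cutoff 3 SD above the screen mean, later confirmed by dose response; inconclusive = inhibition over 29.93% but no dose response follow-up; inactive = inhibition at most 29.93% or unconfirmed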;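 also: 0% = low Mg2+ inducing control and 100% = high Mg2+ repressing control; strong numbers were not always called active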
Lipid droplet: modulators of hepatic lipid droplet formation; AML12 mouse hepatocytes, oleate lipid droplets, BODIPY imaging; inhibition, % at 6.5 µM; hit rate 0.4% among 240,000; AID 1656;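 active = lipid droplet intensity inhibited by at least 50%, with more than 500 cells counted; inconclusive = wells with under 300 cells, treated as cytotoxic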
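Assay system: AML12 mouse liver cells | Compound: 6.5 µM single-point dosing | Schedule: Overnight exposure | Technique: Fluorescence imaging, 20x objective, two fields per well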
Insulin prom up: MIN6 insulin promoter up-regulation | MIN6 insulin promoter-GFP reporter, high-content imaging; stronger effect = higher value | z-score at 5 µM | hit rate 0.3% among 190,000 | AID 1625;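 active = z-score above 3 at 5 µM with at least 500 cells counted in the well; inconclusive = wells under 500 cells, flagged as cytotoxic or low count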
Dynein cargo inh cytoplasmic EGFP: further read-out of Dynein cargo inh, marked with its call; z-score; measured here: cytoplasmic GR-EGFP intensity; stronger effect = higher value
Dynein cargo inh nuclear GR-EGFP: further read-out of Dynein cargo inh, marked with its call; z-score; measured here: nuclear GR-EGFP intensity;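 lower value marks the stronger effect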
Dynein cargo inh cell count: second read-out of Dynein cargo inh, no call of its own (marks repeat the call); z-score; measured here: cell count per field
Insulin prom up cell count: recorded beside Insulin prom up, whose call it bears; cell count; measured here: cytotoxicity, nuclei count;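 total cells summed across four imaged fields per well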
Lipid droplet cells 6.5 µM: recorded beside Lipid droplet, whose call it bears; cell count; measured here: cell count, cytotoxicity flag;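 cells counted across two imaged fields per well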
b-catenin transl cell count 5 µM: also measured in b-catenin transl; calls as there; cell count; measured here: cell count, cytotoxicity flag
T cell modulator vesicle-bound %: further read-out of T cell modulator, marked with its call; double positive events, %; measured here: CD8+ vesicle-bound cell fraction;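 binding gate set so that unloaded-vesicle control wells show 10% double positive cells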
MT stabilize HCS Hoechst-high %: second read-out of MT stabilize HCS, no call of its own (marks repeat the call); % Hoechst-high responders; measured here: nuclear condensation Hoechst responders;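 share of cells brighter than vehicle mean plus two SD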
MT stabilize HCS cytotoxicity %: second read-out of MT stabilize HCS, no call of its own (marks repeat the call); toxicity, %; measured here: cytotoxicity by cell density;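 0% = mean cell density of plate MIN control wells and 100% = no cells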
Autophagy mod cell loss 18 h: recorded beside Autophagy mod, whose call it bears; toxicity, %; measured here: cell loss, nuclei count;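 cell loss after 18 h compound exposure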
An asterisk follows results filed as active; i = inactive; ? = inconclusive; . = no result given. Rows are unselected (roughly 3% active in at least one column).

SMILES	MT stabilize HCS	MT stabilize HCS Hoechst-high %	MT stabilize HCS cytotoxicity %	CSM14.1 death rescue	b-catenin transl	b-catenin transl cell count 5 µM	T cell modulator	T cell modulator vesicle-bound %	Autophagy mod	Autophagy mod cell loss 18 h	Dynein cargo inh	Dynein cargo inh cytoplasmic EGFP	Dynein cargo inh nuclear GR-EGFP	Dynein cargo inh cell count	PhoP inhibition	Lipid droplet	Lipid droplet cells 6.5 µM	Insulin prom up	Insulin prom up cell count
COc1ccccc1OCCCn1c(C)c(C#N)c2ccccc21	11	1.5	14	1.0%	-5.3	1007	i	47	i	13	0.054	-0.35	0.3	0.28	15%	.	.	-1.3	939
Cc1c(C(=O)N/N=C/c2ccc(O)c(Br)c2)sc(N)c1C#N	2.6	2.1	2.5	-1.3%	8.0	516	i	37	i	-5	-0.79	-0.17	-0.17	0.28	-18%	-17	638	-0.6	1214
O=C(c1cc(Br)c(Br)s1)N1CCN(C/C=C/c2ccccc2)CC1	1.1	1.3	3.8	4.1%	6.3	1037	i	51	i	32	-1.3	-0.19	-0.42	0.49	9%	5	798	.	.
CC(=O)Nc1ccc(S(=O)(=O)NCC2CCC(C(=O)NCc3ccccc3)CC2)cc1 (stereo unspecified)	2.6	1.5	0.8	-1.4%	0.9	1076	i	24	i	-4	0.96	-0.11	0.13	-0.15	0%	6	756	-1	1225
O=C(NCCCCc1ccccc1)C1CC(c2ccccc2[N+](=O)[O-])=NO1 (stereo unspecified)	1.1	1.1	6.7	1.4%	1.1	1402	i	32	i	-1	-0.39	1.3	0.094	-0.48	5%	.	.	-0.03	1619
Cc1ccc2oc(=O)n(CC(=O)O)c2c1	8.9	0.9	7.4	0.7%	.	.	i	31	.	.	-0.61	-0.29	-0.31	0.86	5%	.	.	0.7	830
COc1cc(Cl)c(C)cc1NC(=S)NN	2.9	1.0	2.4	-0.3%	-3.1	1072	i	46	i	2	-0.25	-0.26	-0.099	-0.023	5%	-6	729	0.98	1215
CCN(CC)c1ccc2c(c1)oc(=O)c1c(Cl)cc(=O)oc12	5.1	1.4	4.5	-2.1%	.	.	i	0	i	-4	0.091	43	11	-0.046	-16%	-9	652	-0.65	1289
O=C(NNc1cc(Cl)ccc1Cl)C1CCC1	.	.	.	.	0.9	1306	i	45	.	.	-0.84	-0.21	-0.43	0.66	-9%	-10	758	0.08	1381
N/C(Cc1ccc([N+](=O)[O-])cc1)=N\OC(=O)C1CCCCC1	1.5	2.9	0.8	-3.4%	-1.0	1430	i	12	i	0	-0.16	-0.14	-0.21	0.33	9%	-3	695	0.59	1588
CCOC(=O)c1c(C)[nH]c(C(=O)CN2CCN(CC)CC2)c1C	.	.	.	.	-1.0	1268	i	20	.	.	0.24	0.29	0.81	0.15	-5%	6	686	0.83	1094
C/C(=N\Oc1cccc(F)n1)c1ccc(Cl)cc1Cl	1.9	1.8	8.9	-0.8%	-0.2	1171	i	57	i	-9	0.94	-0.24	0.77	-0.8	1%	1	720	-0.15	968
C=CCOc1c(Br)cc(CNc2nccs2)cc1OC	1.9	1.9	6.4	0.2%	2.5	1079	i	37	i	3	-0.43	-0.26	0.013	-0.46	7%	-6	731	.	.
COc1ccccc1CNC(=O)C(=O)NCC1OCCN1S(=O)(=O)c1ccc2c(c1)OCCO2 (stereo unspecified)	2.4	2.0	3.7	-1.8%	2.5	479	i	30	i	2	-0.45	-0.2	0.57	0.42	5%	6	745	-0.21	1277
Cc1cc(CSc2ccccc2)ccc1NC(=O)c1ccc(CN2CCOCC2)cc1	3.0	4.0	13	-2.5%	-1.9	963	i	47	i	5	0.58	0.33	-4.4e-05	-0.09	24%	6	687	0.25	1199
COc1ccc(OC)c(-c2csc(N(CC3CCCO3)C(=O)Cc3ccccc3)n2)c1 (stereo unspecified)	0.6	1.1	1.8	5.9%	-0.8	1018	i	21	i	-2	-0.53	-0.19	-0.036	0.92	-2%	14	633	-0.46	1272
COC(=O)[C@H](CC(C)C)NC(=O)Nc1ccc(S(N)(=O)=O)cc1	.	.	.	.	0.1	1327	i	45	.	.	0.79	-0.29	-0.037	0.62	8%	0	742	1.4	1337
O=C(Cc1ccccc1)NN1C(=O)C2C3C=CC(C3)[C@@H]2C1=O (stereo partly specified)	2.1	3.4	5.8	-1.4%	0.6	933	i	48	i	6	-0.93	-0.26	-0.63	0.6	-6%	5	627	0.44	1359
COc1cc(NC(=O)Nc2ccccc2OC)c(OC)cc1NC(=O)CN1CCCCC1	2.6	0.6	9.7	-0.4%	1.2	1369	i	48	i	28	0.15	-0.18	-0.17	0.7	-7%	.	.	0.19	1489
COc1ccc(C2c3c(C)nn(-c4ccccc4)c3NC(=O)N2c2ccccc2)cc1 (stereo unspecified)	8.0	2.1	7.1	-2.1%	-4.6	1170	i	44	i	18	-0.69	0.21	-0.54	0.43	-7%	-8	713	-0.05	1464
COc1ccc(S(=O)(=O)NCc2ccc(C(=O)N(C)Cc3ccco3)cc2)cc1	4.5	2.3	1.7	3.1%	-1.6	1190	i	33	i	-4	1.8	0.17	1.1	-1.8	-11%	2	775	-1.5	853
CCOC(=O)C1=C(CS(=O)(=O)c2ccccc2)NC(=O)NC1c1ccc(OC)c(OC)c1 (stereo unspecified)	.	.	.	.	-0.8	1125	i	35	.	.	0.13	-0.24	-0.22	-0.9	-9%	-20	656	-0.51	1411
CCN(CC)S(=O)(=O)c1ccc(-c2nnc(SCC(=O)c3ccc(OC)cc3)o2)cc1	3.2	3.1	12	0.4%	-5.0	953	i	2	i	-20	-1.2	-0.45	-0.33	1.3	-8%	.	.	-1.3	1172
CCc1sc(C(=O)Nc2cccc(C(C)=O)c2)cc1C	4.5	2.0	1.7	-2.9%	-1.3	1167	i	2	i	2	0.21	-0.19	0.31	-0.6	26%	-6	626	-0.53	1246
COc1cc(OC)cc(C(=O)N[C@H](C(=O)OCC(=O)NC(=O)NC(C)(C)C)C(C)C)c1	3.8	3.2	7.7	-0.3%	-4.9	1146	i	30	i	3	-0.68	-0.31	-0.019	1.9	-11%	-6	686	0.11	1333
O=C(Nc1ccc(C(=O)N2CCOCC2)cc1)c1cc(-c2cccnc2)nc2ccc(Br)cc12	2.1	2.7	8.4	-1.2%	-0.3	1489	i	37	i	14	1	-0.33	1.2	-0.58	-1%	.	.	-0.24	1415
Cc1ccc(NC(=S)N(CCN2CCOCC2)Cc2cc3cc4c(cc3[nH]c2=O)OCCO4)cc1	.	.	.	.	0.8	1303	i	54	.	.	-0.43	-0.24	0.22	-0.42	-3%	-9	673	0.31	1107
O=c1c2c(nc(NCCO)n1CC1CCCCC1)-c1ccccc1CC21CCCC1	0.9	1.0	8.7	-2.6%	.	.	i	19	i	-3	-0.49	0.013	0.083	0.52	6%	0	773	-0.15	1064
O=S(=O)(Nc1ccccc1)c1ccc(Oc2ncc(C(F)(F)F)cc2Cl)cc1	2.3	1.8	12	-3.6%	0.0	1169	i	8	i	-3	0.00038	-0.19	-0.29	-0.11	-3%	-9	641	0.73	2021
CC1CC(C)(C)NCCNC(C)CC(C)(C)NCCN1 (stereo unspecified)	4.2	2.8	10	2.7%	-4.2	979	i	52	i	13	-0.53	-0.19	0.018	-0.39	-4%	.	.	0.07	1238
Cc1ccc(C(=O)N2CCN(C3CCCCC3)CC2)s1	4.1	1.8	5.8	-3.8%	-2.4	932	i	34	i	-5	-0.77	-0.23	-0.047	0.53	-1%	-2	747	0.76	1169
COc1ccc(OC)c(NC(=O)CSc2nc3cccnc3n2C)c1	1.3	1.9	8.0	-1.6%	.	.	i	46	i	5	-0.99	-0.19	-0.34	0.72	-9%	4	701	-0.63	1349
CCOC(=O)c1[nH]c2ccc(OCC)cc2c1NC(=O)CN1CCCC(C)C1 (stereo unspecified)	4.6	3.6	12	-1.2%	3.2	579	i	50	i	13	-0.68	0.086	0.037	0.43	6%	.	.	?	.
CCOC(=O)C1CCCN(CC(=O)Nc2c(F)c(F)c(F)c(F)c2F)C1 (stereo unspecified)	2.2	2.6	4.3	1.0%	-1.6	993	i	44	i	-7	-0.33	-0.2	-0.025	0.44	-1%	.	.	-0.55	1078
CCOc1nc(NC(=O)NS(=O)(=O)c2ccccc2F)nc(-c2ccccc2)n1	2.0	1.9	8.6	-0.7%	-1.1	1133	.	.	i	6	-0.64	-0.2	-0.38	0.56	4%	0	714	0.85	1341
